Mm-Cpn inhibitor: inhibitors of Methanococcus maripaludis chaperonin (MmCpn). purified Mm-Cpn ATPase, ADP Transcreener TR-FRET. Potency, µM (doses to about 76.9 µM), for the others: at the top dose activity, negative = inhibition, most hits filed as inhibitors. actives 0.031% (n = 330,000); further: potency means the concentration at half of the fitted maximal effect; on the % scale 0 is the no-effect control and ±100 the full control effect; nearly all actives have a fitted effect of over 80% in size
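ATPase turnover read by TR-FRET ADP competition (Eu cryptate antibody/ADP-d2, 665/590 nm): 10uM ATP final, 25nM Mm-CPN final, 30 min 37degC after 10-min compound preincubation, pH 7.4 Tris/KCl/MgCl2/DTT buffer.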
pAkt inh: inhibitors of Akt phosphorylation. Neuro2A IGF-stimulated pAkt S473 HTRF, 20 min; active compounds read low. activity change, % for hits at 50 µM. actives 0.32% (n = 360,000). AID 651550; in the data active means activity change below about -80%; inconclusive means mostly about -51% to -80%; further: on the % scale 0 is the no-effect control and ±100 the full control effect
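Single-point screen (50 µM final compound) in Neuro2A cells stimulated 20 min with 6 nM IGF at 37 deg C. After lysis, Ser473-phosphorylated Akt read by HTRF (ex 330 nm, em 615/665 nm) as the 665/615 ratio.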
A549 tox: A549 cytotoxicity, counter-screen for Nrf2 inhibitors; A549 ARE-Fluc cells, CellTiter-Fluor viability, 18-24 h; Potency, µM (highest dose often 46 µM), for inactives: at the highest dose activity change, negative = cytotoxicity, actives largely listed as inhibitors; actives 0.16% (n = 390,000); further: potency means the concentration at half of the fitted maximal effect; on the % scale 0 is the no-effect control and ±100 the full control effect
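A549 ARE_Fluc cells in 5% FBS OPTI-MEM were exposed to compounds in concentration-response for 18-24 h at 37 deg C. Viability was read by CellTiter-Fluor fluorescence (Ex 405/Em 525) after 30 min, before the luciferase read.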
EPAC2 antag: blocks human EPAC2 exchange factor. Q8WZA2. EPAC2 GEF exchange of Rap1B-BODIPY-GDP, fluorescence. Potency, µM (highest dose often 114 µM), inactives show at the highest dose activity, negative = inhibition, actives largely listed as inhibitors. actives 0.18% (n = 360,000). AID 720708; further: potency means the concentration at half of the fitted maximal effect; on the % scale 0 is the no-effect control and ±100 the full control effect; nearly all actives have a fitted effect of over 45% in size; many of its hits are not listed in these tables
Target sequence (Q8WZA2 whole entry, looked up): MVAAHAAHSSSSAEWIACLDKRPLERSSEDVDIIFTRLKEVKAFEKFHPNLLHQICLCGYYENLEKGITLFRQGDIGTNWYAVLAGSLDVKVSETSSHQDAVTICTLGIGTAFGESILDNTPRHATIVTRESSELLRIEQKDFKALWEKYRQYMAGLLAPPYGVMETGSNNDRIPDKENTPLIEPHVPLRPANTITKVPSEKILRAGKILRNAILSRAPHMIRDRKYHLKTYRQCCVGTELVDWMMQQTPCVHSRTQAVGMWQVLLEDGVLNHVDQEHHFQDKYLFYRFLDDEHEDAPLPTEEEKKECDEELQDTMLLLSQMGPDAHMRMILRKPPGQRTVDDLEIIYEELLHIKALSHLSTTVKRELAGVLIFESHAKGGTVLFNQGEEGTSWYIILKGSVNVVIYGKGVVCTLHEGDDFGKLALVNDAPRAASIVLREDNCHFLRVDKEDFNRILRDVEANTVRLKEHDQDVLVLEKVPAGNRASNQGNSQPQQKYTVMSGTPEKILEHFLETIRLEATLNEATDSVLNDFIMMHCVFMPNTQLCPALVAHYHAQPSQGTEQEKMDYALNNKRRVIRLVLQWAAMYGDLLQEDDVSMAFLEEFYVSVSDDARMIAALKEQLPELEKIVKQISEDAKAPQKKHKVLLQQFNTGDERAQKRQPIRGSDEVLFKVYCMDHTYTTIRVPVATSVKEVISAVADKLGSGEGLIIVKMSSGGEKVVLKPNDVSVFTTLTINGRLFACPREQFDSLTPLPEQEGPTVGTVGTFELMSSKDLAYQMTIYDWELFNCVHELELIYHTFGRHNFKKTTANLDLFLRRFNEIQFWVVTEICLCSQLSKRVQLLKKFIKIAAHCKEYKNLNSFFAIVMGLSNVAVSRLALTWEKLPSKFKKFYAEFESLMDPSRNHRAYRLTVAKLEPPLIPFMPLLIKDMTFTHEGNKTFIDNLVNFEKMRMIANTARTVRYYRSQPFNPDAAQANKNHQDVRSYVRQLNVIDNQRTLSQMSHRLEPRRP
TGFb SMAD3 inh: blocks TGF-b signaling; HepG2 CAGA-GFP TGF-b/SMAD3 reporter, GFP fluorescence, 18 h; TGF-beta stimulated, 500 pg/mL final; Potency, µM (top dose mostly 46.1 µM), for inactives: at the top dose activity, negative = inhibition, usual class: inhibitors; actives 1.2% (n = 410,000); AID 588855; further: potency means the concentration at half of the fitted maximal effect; on the % scale 0 is the no-effect control and ±100 the full control effect; nearly all actives have a fitted effect of over 65% in size
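First, reporter cells (HEPG2 CAGA-GFP) rested 2 h at 37 degrees C. Next, compounds were pinned in and TGF-beta added to 500 pg/mL final. After 18 h, GFP was imaged per cell and summed per well.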
CCT chaperon mod: cytosolic chaperonin activity modulation | activity change, % (test concentration not listed), hits read low | purified chaperonin ATPase assay, HTRF ADP detection, 30 min | actives 0.3% (n = 360,000) | AID 651819; in the data active means activity change below about -30%; further: on the % scale 0 is the no-effect control and ±100 the full control effect
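We incubate TRiC, 40 or 20 nM final, with library compounds at 76 uM and 10 uM ATP for 30 min at 37 °C. ADP formed is detected with Transcreener HTRF reagents after 30 min at room temperature.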
Nrf2 ARE act: activates Nrf2 signaling; AREc32 ARE-luciferase reporter (MCF7-derived line), luminescence, 24 h; Potency, µM (series often up to 46.1 µM), inactives show at the top dose activation, usual class: activators; actives 0.31% (n = 410,000); AID 624171; further: potency means the concentration at half of the fitted maximal effect; % of control where 0% means no effect; nearly all actives have a fitted effect of over 65% in size
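Steps: seed AREc32_Fluc cells (1000/well, 5% FBS OPTI-MEM); incubate overnight at 37 deg C; add 23 nL compound; incubate 24 hr; add Steady-Glo; hold 30 min RT; read luminescence.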
Nrf2 inh: blocks Nrf2 signaling | A549 ARE-Fluc reporter, luciferase luminescence, 18-24 h | Potency, µM (titrated, usually from 46 µM), for the others: top-dose activity change, negative = inhibition, most hits filed as inhibitors | AID 504444 | actives 2.1% (n = 360,000); further: potency means the concentration at half of the fitted maximal effect; on the % scale 0 is the no-effect control and ±100 the full control effect; nearly all actives have a fitted effect of over 60% in size
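A549 ARE_Fluc cells, 5000/well, 5% FBS OPTI-MEM; compounds in dose-response, 18-24 h at 37 °C/5% CO2; CellTiter-Fluor viability read (Ex 405/Em 525), then BugLite luciferase luminescence = Nrf2 activity.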
EPAC2 agonist: EPAC2 (human) agonism. EPAC2 activation, biochemical qHTS; response scale: 100% = 6.5 mM cAMP response. Potency, µM (highest dose often 154 µM), for the others: at the highest dose activation, usual class: activators. actives 0.079% (n = 360,000). AID 720711; further: potency means the concentration at half of the fitted maximal effect; nearly all actives have a fitted effect of over 50% in size
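Each well held 100 nM EPAC2, 250 nM RAP1B-BODIPY-GDP and 50 uM GDP. Fluorescence, read at 5-min intervals to 30 min, was referenced to a 6.5 mM cAMP positive control.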
An asterisk follows results filed as active; i = inactive; ? = inconclusive; nt = not tested or not shown; [ ] = another dose, or the depositor's remark. Unless noted, the call rests on the fitted dose curve; in most records, active means well fitted curve in the direction sought with a large enough effect; inconclusive means small, poorly fitted or top-dose-only effect, or another doubt; inactive means no such curve, though single readings can be large; an effect the other way counts as inactive or inconclusive. This is a subset (hit frequency here may not be typical).

SMILES	Mm-Cpn inhibitor	pAkt inh	A549 tox	EPAC2 antag	TGFb SMAD3 inh	CCT chaperon mod	Nrf2 ARE act	Nrf2 inh	EPAC2 agonist
CCn1ccc2c(OCC(=O)NCCc3ccc(OC)c(OC)c3)cccc2c1=O	2%	i	-2%	3%	6%	-0.3	0.4%	-12%	8%
C/C(COc1ccccc1)=N\NC(=O)c1nnn(-c2nonc2N)c1-c1ccc(C)cc1	nt	i	nt	12%	-4%	-1.9	-0.4%	nt	-4%
Brc1ccc(N/N=C(/N=Nc2nn[nH]n2)c2ccccc2)cc1	2%	i	?	?	?	-1.6	-0.7%	10µM*	-6%
O=C(CSc1nc(=O)n2ccccc2n1)NCc1ccc(F)cc1	1%	i	-3%	8%	8%	0.5	0.0%	0%	4%
CC1(C)C(=O)OC(c2cccc([N+](=O)[O-])c2)C2(CCCCC2)C1=O (centres undefined)	1%	i	-10%	-9%	-10%	-0.3	-0.6%	?	3%
O=C(CSc1nnc(COc2ccccc2)o1)NCCc1ccccc1	0%	i	-2%	-2%	-8%	-2.0	0.3%	-2%	-1%
Cc1noc(-c2ccc(N3CCCCC3C)c([N+](=O)[O-])c2)n1 (centres undefined)	nt	nt	-1%	nt	?	nt	4.0%	?	nt
C/C=C(/C)C(=O)OC1CC(C)(C)C[C@H]2C3=CC[C@@H]4[C@@]5(C)CCC(O[C@@H]6O[C@@H](C(=O)O)[C@@H](O)C(O[C@@H]7OC[C@H](O)[C@@H](O)[C@@H]7O[C@@H]7OC(CO)C(O)[C@@H](O)[C@@H]7O)C6O[C@@H]6OC(CO)C(O)C(O)C6O)[C@@](C)(CO)[C@@H]5CC[C@]4(C)[C@]3(C)CC(O)[C@@]12CO (some centres undefined)	0%	i	?	21%	14µM*	-1.3	-3.2%	?	-8%
Cc1ccccc1NCC(=O)N/N=C/c1ccc([N+](=O)[O-])cc1	5%	i	7%	12%	-5%	-1.0	0.2%	-6%	4%
Cc1ccc(S(=O)(=O)N2CCCC(c3nc4c(nnn4Cc4ccc5c(c4)OCCO5)c(=O)[nH]3)C2)cc1 (centres undefined)	-1%	i	1%	-13%	-2%	0.5	-0.4%	18%	3%
CC(C)NC(=O)c1cnc2sc(N3CCCCCC3)nn2c1=O	nt	nt	-19%	nt	?	nt	-0.3%	3%	nt
Cc1ccc(N2NC(=O)/C(=C/c3ccc(-c4ccc(Cl)c(C(=O)O)c4)o3)C2=O)cc1C	1%	i	-2%	3%	-2%	-3.0	0.7%	6%	4%
CCOC(=O)c1[nH]c(C)c(C(=O)OCc2ccccc2F)c1C	0%	i	?	-9%	?	-1.9	0.4%	-16%	13%
Cc1cccn2cc(-c3cccc(NC(=O)C(C)C)c3)nc12	nt	nt	2%	nt	4%	nt	0.9%	9%	nt
O=C(NCCCN1CCOCC1)c1sc2cc(Cl)ccc2c1Cl	-4%	i	2%	-14%	-12%	2.0	-0.5%	17%	-9%
CCOC(=O)c1[nH]nc2c1C(=O)N(CC)C2=O	1%	i	-3%	4%	10%	-1.3	-1.0%	nt	4%

Four of these compounds, set out differently:
mol: CC(C)NC(=O)c1cnc2sc(N3CCCCCC3)nn2c1=O
  Mm-Cpn inhibitor: nt; pAkt inh: nt; A549 tox: -19%; EPAC2 antag: nt; TGFb SMAD3 inh: ?; CCT chaperon mod: nt; Nrf2 ARE act: -0.3%; Nrf2 inh: 3%; EPAC2 agonist: nt

mol: Cc1ccc(N2NC(=O)/C(=C/c3ccc(-c4ccc(Cl)c(C(=O)O)c4)o3)C2=O)cc1C
  Mm-Cpn inhibitor: 1%; pAkt inh: i; A549 tox: -2%; EPAC2 antag: 3%; TGFb SMAD3 inh: -2%; CCT chaperon mod: -3.0; Nrf2 ARE act: 0.7%; Nrf2 inh: 6%; EPAC2 agonist: 4%

mol: CCOC(=O)c1[nH]c(C)c(C(=O)OCc2ccccc2F)c1C
  Mm-Cpn inhibitor: 0%; pAkt inh: i; A549 tox: ?; EPAC2 antag: -9%; TGFb SMAD3 inh: ?; CCT chaperon mod: -1.9; Nrf2 ARE act: 0.4%; Nrf2 inh: -16%; EPAC2 agonist: 13%

mol: Cc1cccn2cc(-c3cccc(NC(=O)C(C)C)c3)nc12
  Mm-Cpn inhibitor: nt; pAkt inh: nt; A549 tox: 2%; EPAC2 antag: nt; TGFb SMAD3 inh: 4%; CCT chaperon mod: nt; Nrf2 ARE act: 0.9%; Nrf2 inh: 9%; EPAC2 agonist: nt

(more compounds)
SMILES	Mm-Cpn inhibitor	pAkt inh	A549 tox	EPAC2 antag	TGFb SMAD3 inh	CCT chaperon mod	Nrf2 ARE act	Nrf2 inh	EPAC2 agonist
O=C(NCc1ccccn1)c1nc(-c2ccc(C(F)(F)F)cc2)no1	-6%	i	8%	0%	-9%	-6.1	0.1%	16%	4%
Cc1ccccc1S(=O)(=O)N1[C@@H](c2ccc(Br)cc2)C(C(=O)O)=CC[C@H]1c1ccc(Cl)cc1	2%	i	-15%	?	18µM*	0.7	3.2%	?	-1%
O=C(CSCc1cnn(-c2ccccc2)c1-n1cccc1)NCc1ccccn1	-3%	i	2%	-28%	-2%	2.6	0.3%	?	-1%
CC(NC(=S)Nc1ccccc1OC(F)F)C(C)(C)C (centres undefined)	1%	i	13%	8%	2%	-0.3	-0.6%	2%	6%
CN(C)Cc1cc(CN(C)C)c(O)c(CCc2ccccc2)n1	-2%	i	-1%	4%	3%	-2.4	-0.8%	1%	1%
CCN(CC)C(=O)CN(c1cccc(Br)c1)S(C)(=O)=O	-2%	i	2%	-13%	-5%	0.4	0.2%	0%	-1%
CCOC(=O)C1(C)CCCN(C(=O)c2ccc(-c3ccccc3)cc2)C1 (centres undefined)	nt	i	nt	-9%	4%	-14	0.4%[9.22 µM]	nt	-2%
Cc1ccc(-n2nc3c(c2NC(=O)c2ccc4c(c2)OCO4)CS(=O)(=O)C3)c(C)c1	3%	i	16%	14%	6%	-0.6	0.3%	?	5%
O=C(N/N=C/c1ccc(O)cc1)c1cccc(C(F)(F)F)c1	0%	i	-4%	-11%	-11%	-0.8	5.4%	1%	-13%
Cc1ccc(CNC(=O)Cn2ccn(-c3ccc(C)c(C)c3)c(=O)c2=O)cc1	nt	nt	3%	nt	-5%	nt	0.6%	-8%	nt
CC(OC(=O)Cn1[nH]c(=O)c2ccccc2c1=O)C(=O)NC1(C#N)CCCCC1 (centres undefined)	2%	i	0%	-3%	-10%	-3.5	-0.9%	2%	-1%
CCC(=O)Nc1nc(-c2ccc3c(c2)OCCO3)cs1	-1%	i	16%	6%	-1%	-0.3	-0.1%	?	6%
CN(Cc1cn(C)nc1-c1ccc(Oc2ccccc2)cc1)Cc1cnc2ccccn12	0%	i	0%	-9%	?	-0.9	8.5%	6%	14%
CCSC1(SCC)N=C(N)C2(C#N)C(c3ccc(F)cc3)C12C#N (centres undefined)	-1%	i	-2%	-9%	?	-0.7	?	-28%	-7%
CCc1nc2c(OCc3ccc(OC(F)F)cc3)cccn2c1N(C)C(=O)c1ccc(OC)cc1	nt	i	nt	?	-1%	0.6	-1.3%[9.22 µM]	nt	9%
CN(C)c1ccc(N2C(=O)CC(Sc3ccccc3C(=O)O)C2=O)cc1 (centres undefined)	0%	i	2%	-1%	4%	0.0	0.6%[9.22 µM]	2%	6%
CNS(=O)(=O)c1ccc(CNC[C@H]2O[C@@H](n3ccc(N)nc3=O)[C@H](O)[C@@H]2O)cc1	nt	i	nt	9%	3%	-1.3	0.0%	nt	7%
Clc1ccc2scc(CN3CCCC3)c2c1	nt	i	8%	-3%	-28%	-1.8	0.5%	2%	12%
CC12CCC(c3nnc(SCc4ccc(Cl)cc4)nc31)C2(C)C (centres undefined)	-1%	i	2%	-1%	-7%	-1.1	-0.1%	-12%	10%
COc1ccc(NC(=S)N2CCC(c3nc4ccc(Cl)cc4[nH]3)CC2)c(OC)c1	1%	i	-2%	-1%	-22%	-0.4	0.2%	?	9%
O=C(Cn1nc(Cl)nc1Cl)c1ccc([N+](=O)[O-])cc1	0%	i	-7%	-8%	-17%	1.0	-0.5%	-12%	7%
CCCCOc1ccc(Cl)cc1CSc1nnc(CC)n1N	-4%	i	4%	-11%	-20%	-3.6	-0.5%	-16%	-9%
Cc1cc(C)n(-c2ccc(C(=O)NC3=NCCS3)cc2)n1	-1%	i	-1%	-14%	5%	0.8	-0.1%	18%	5%
Nc1ccc(C(=O)OCC(=O)N2c3ccccc3Sc3ccccc32)cc1[N+](=O)[O-]	-10%	i	-15%	-6%	?	-0.4	0.6%	?	7%
